Source: PubChem BioAssay
Dengue-2 NS5 capping = flavivirus cap methylation enzyme inhibition – biochemical, confirmation dose response, primary screen (AID 588689); Dengue-2 NS5 methyltransferase capping enzyme assay, biochemical; higher % means a stronger effect; inhibition, % at 25 µM, or IC50 in µM where a hit was titrated; 340,000 compounds, 0.3% hits; in the data active = a potency from the dose series; inconclusive = inhibition above about 29% without an active follow-up result
PhoP inhibition = PhoP-dependent GFP reporter repression – Salmonella Typhimurium, primary screen (AID 1863) | S. Typhimurium PhoP-regulated promoter GFP reporter, 4 h; higher % means a stronger effect | inhibition, % at 50 µM; hits with a dose series show IC50 in µM | 300,000 compounds, 0.16% hits;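 active = inhibition over 29.93%, a cutoff 3 SD above the screen mean, later confirmed by dose response; inconclusive = inhibition over 29.93% but no dose response follow-up; inactive = inhibition at most 29.93% or unconfirmed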;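 note: 0% = low Mg2+ inducing control and 100% = high Mg2+ repressing control; strong numbers were not always called active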
West Nile virus CPE = West Nile virus antiviral activity, cell-based, CPE readout (AID 1621). West Nile virus-infected cells, CPE inhibition; higher % means a stronger effect. CPE inhibition, % at 10 µM; hits with a dose series show IC50 in µM. 290,000 compounds, 0.02% hits; in the data active = a potency from the dose series; inconclusive = CPE inhibition mostly from about 3.7% at the one dose, without a potency; inactive = the rest, 99 in 100 with CPE inhibition below about 2.2%; note: strong numbers were not always called active
NTR1 ag = agonists of NTR1, primary screen, imaging, U2OS cells, beta-arrestin-GFP, high content (AID 493036) | NTR1-U2OS beta-arrestin-GFP spot imaging, agonist mode | 330,000 compounds, 0.17% hits | P30989 | activation, % at 20 µM;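 active = activation at or above 40% of the spot to cytoplasm intensity ratio, with at least 20 cells analyzed; inconclusive = wells under 20 cells, flagged as cytotoxic or low count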;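 note: 0% = DMSO without peptide and 100% = 100 nM NTR1 peptide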
Target sequence (P30989 whole entry, looked up): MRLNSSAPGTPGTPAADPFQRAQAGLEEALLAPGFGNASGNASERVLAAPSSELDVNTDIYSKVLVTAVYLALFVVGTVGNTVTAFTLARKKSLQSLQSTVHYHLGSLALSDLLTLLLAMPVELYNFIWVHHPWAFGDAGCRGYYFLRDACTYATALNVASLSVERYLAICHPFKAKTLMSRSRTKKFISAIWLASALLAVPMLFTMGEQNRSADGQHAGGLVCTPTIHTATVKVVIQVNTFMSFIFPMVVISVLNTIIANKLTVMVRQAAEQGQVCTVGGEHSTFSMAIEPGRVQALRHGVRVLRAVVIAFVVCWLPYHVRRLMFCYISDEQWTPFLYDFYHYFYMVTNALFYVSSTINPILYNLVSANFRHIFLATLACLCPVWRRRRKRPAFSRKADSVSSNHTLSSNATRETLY
K1F lysis inhibition = protection from phage-mediated lysis, alamar blue read-out – E. coli UTI89, K1F phage, bacterial capsule biogenesis inhibitors (AID 488966). E. coli UTI89 K1F phage lysis, alamar blue, 2 h; higher % means a stronger effect. one-dose inhibition, % at 100 µM; IC50 in µM for titrated hits. 340,000 compounds, 0.02% hits;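 active = phage lysis inhibition, versus mean bacterial control, above a set limit; inconclusive = no clear call, values can overlap the other calls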;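 note: capsule biogenesis inhibitors block K1F phage lysis so surviving cells raise fluorescence; higher fluorescence means more inhibition of phage lysis; actives were called in the ten point dose series up to 300 µM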
T cell HTS = T cell immune modulators affecting CD8 T cell-vesicle binding; 2C CD8+ T cell-vesicle binding, flow cytometry; active compounds read low; calls only at 7 µM; 330,000 compounds, 0.068% hits;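 active = response, share of CD8 T cells binding vesicles, and their 90th percentile fluorescence all below set limits, cut at about 80% in these data, passing the limit was not always enough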
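Incubation: binding step 1.5 h, 37 °C, antibody labelling 20 min, ice; system: murine 2C transgenic CD8+ T lymphocytes; technique: cytometric PE anti-B7-1 and Alexa647 anti-CD8 signals after 1% paraformaldehyde fixation; also added: QL9-charged Drosophila Ld/ICAM-1/B7-1 vesicles; control set: naked versus QL9-loaded vesicles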
Rac1 GTP hydrolysis = MgcRacGAP GTPase-activating activity inhibitors, confirmation, biochemical, ADP Hunter fluorescence; MgcRacGAP-stimulated Rac1 GTP hydrolysis, ADP Hunter fluorescence; higher % means a stronger effect; GST-tagged Rac1 F28L mutant substrate; inhibition, % at 30 µM, or IC50 in µM where a hit was titrated; 340,000 compounds, 0.6% hits;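 active = first-screen hits whose inhibition reached a set limit at any dose in the follow-up dose series; inconclusive = inhibition above the set first-screen limit but never retested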;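 note: fluorescence reports GDP produced by GAP-driven GTP hydrolysis; strong numbers were not always called active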
Large T inhibition = TAg ATPase/helicase activity blockers – biochemical (AID 1903) | inhibition, % at 20 µM; hits with a dose series show IC50 in µM | SV40 large T antigen ATPase/helicase inhibition assay; higher % means a stronger effect | 310,000 compounds, 0.39% hits; in the data active = a potency from the dose series; inconclusive = inhibition mostly from about 32% at the one dose, without a potency; inactive = the rest, 99 in 100 with inhibition below about 32%; note: strong numbers were not always called active
RSV CPE inhibition = inhibition of RSV-induced cytopathic effect – HEp-2 cells, primary 10 µM value included (AID 2391); HEp-2 cells, RSV-induced CPE inhibition; higher % means a stronger effect; CPE inhibition, % at 10 µM; hits with a dose series show IC50 in µM; 310,000 compounds, 0.13% hits; in the data active = a potency from the dose series; inconclusive = CPE inhibition mostly from about 23% at the one dose, without a potency; inactive = the rest, 99 in 100 with CPE inhibition below about 21%; note: strong numbers were not always called active
T cell HTS vesicle-bound % = also measured in T cell HTS; calls as there; double positive events, %; measured here: CD8+ vesicle-bound cell fraction;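 binding gate set so that unloaded-vesicle control wells show 10% double positive cells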
NTR1 ag cell count 20 µM = also measured in NTR1 ag; calls as there; cell count; measured here: cell count, cytotoxicity flag
Starred values were filed as active, the others as inactive; i = inactive; ? = inconclusive; / = not tested or not shown; [ ] = remark or other dose.

SMILES	Dengue-2 NS5 capping	PhoP inhibition	West Nile virus CPE	NTR1 ag	NTR1 ag cell count 20 µM	K1F lysis inhibition	T cell HTS	T cell HTS vesicle-bound %	Rac1 GTP hydrolysis	Large T inhibition	RSV CPE inhibition
CCN1C(=O)[C@@H]2[C@@H](c3ccc(-c4ccc(F)cc4)cc3)N3CCC[C@@]3(C(=O)OC)[C@@H]2C1=O	6%	8%	/	4.9	89	-1.4%	i	10	4%	13%	-1.8%
C#CC1(NC(=O)NC(C)(C)C)CCCCC1	/	-7%	0.4%	-0.8	88	1.5%	i	28	3%	10%	1.3%
Cc1nn(C)cc1S(=O)(=O)NCc1ccc2c(c1)OCO2	1%	-2%	-0.1%	0.2	63	-1.4%[50 µM]	i	11	4%	-21%	0.9%
O=C(CSc1ccccc1C(=O)O)NCc1ccccc1	-4%	3%	-0.5%	0.6	48	1.2%	i	28	0%	6%	1.5%
O=C(CSc1nnc2ccccn12)NNC(=O)c1ccc([N+](=O)[O-])cc1	-2%	-10%	0.1%	0.9	62	-1.0%[50 µM]	i	20	4%	22%	-0.7%
CCN(CC(=O)Nc1ccccc1Br)C1CCCCC1	1%	3%	0.5%	13	29	0.5%	i	15	5%	10%	1.9%
Cc1ccccc1C(=O)Nc1cc(S(=O)(=O)N2CCOCC2)ccc1N1CCN(C)CC1	-4%	/	/	0.6	79	1.6%[50 µM]	i	52	-2%	/	-0.6%
C=CCOc1c2ccc(C(=O)N(CC)c3ccc(OC)cc3)cc2nn1C	-4%	-5%	-0.1%	0.3	59	-1.3%	/	/	10%	3%	3.0%
COc1ccc(N2C(=O)c3ccccc3NC2c2ccc(OC)c(CN3CCOCC3)c2)cc1 (centres undefined)	-9%	-15%	0.0%	1.5	55	0.5%	i	30	3%	-1%	0.9%
Cc1nn(CC(=O)N2CCC(N3CCCCC3)CC2)c(=O)c2c1sc1ccccc12	-4%	-3%	-0.7%	0.0	62	0.3%	i	55	-8%	18%	-0.2%
O=C(O)CC1(Cc2nc(-c3cccs3)no2)CCCC1	3%	10%	-0.2%	-1.8	55	0.1%	i	20	1%	76%	2.7%
CCOC(=O)N1CCN(C(=O)C2CCN(CC3CCCCC3)CC2)CC1	-1%	-7%	0.2%	-0.2	58	0.8%	i	52	19%	11%	0.9%
Cn1nc(C(C)(C)C)cc1C(=O)O	-1%	2%	0.8%	-0.1	24	-0.3%	i	23	6%	4%	0.7%
O=C(Cn1cnc2c(nnn2Cc2ccccc2)c1=O)c1ccc(Cl)cc1	-1%	0%	-0.1%	2.3	97	-1.2%	i	15	5%	-1%	-0.8%
Cc1cc(C(=O)COc2cccnc2[N+](=O)[O-])c(C)n1-c1ccccc1F	-7%	-9%	-0.1%	1.9	53	-0.2%	i	53	8%	8%	2.8%
CN(C)c1ccc(C(C(=O)NCc2ccccc2)N(Cc2cccnc2)C(=O)c2snc(C(N)=O)c2N)cc1 (centres undefined)	10%	/	0.1%	3.7	58	-0.4%	/	/	3%	/	/
CCCCn1c(N)c(N(CCOC)C(=O)CSCC(=O)Nc2cccc(C)c2)c(=O)[nH]c1=O	-4%	-1%	/	-0.3	53	1.3%[50 µM]	i	50	9%	12%	2.8%
COc1ccccc1NC(=O)COC(=O)CCC1CCCC1	-3%	/	/	0.3	62	-2.1%	i	44	2%	/	/
Cc1ccc(N(CC(=O)N/N=C/c2cccs2)S(C)(=O)=O)cc1Cl	/	-2%	0.2%	0.2	55	0.3%	i	38	11%	13%	1.6%
COc1ccc(/C=N/OC(=O)Nc2ccccc2OC)cc1	-2%	-1%	-0.7%	0.9	51	0.3%	i	40	3%	-1%	-1.8%
COc1ccc(CN2CCNC(=O)C2CC(=O)NCCSc2nccn2C)cc1OC (centres undefined)	-4%	9%	0.4%	1.1	67	0.2%	i	54	6%	0%	0.9%
O=C(N/N=C/C=C/c1ccco1)c1ccncc1	2%	-12%	0.1%	0.0	55	-0.4%	i	37	10%	?	1.6%
C/C(Cn1nnc2ccccc21)=N\NC(=O)c1cccc(Br)c1	0%	0%	0.1%	-2.1	54	2.8%[50 µM]	i	62	8%	18%	1.9%
CCCOc1ccc(/C=N/Nc2ccc(C(=O)O)cc2)c(OCCC)c1	21%	-7%	0.4%	/	/	0.1%	/	/	-1%	7%	/
Cc1c(Cl)cccc1NC(=O)CNC(=O)Cc1n[nH]c(=O)c2ccccc12	2%	/	/	-0.8	51	1.8%	i	18	7%	/	/
Cc1ccc(C)c(OCCn2cc(/C=C(\C#N)C(=O)NCc3ccco3)c3ccccc32)c1	-3%	1%	-0.6%	0.7	28	3.0%	i	25	4%	11%	2.9%
Cc1ccc(SCC(=O)N2CC(C)OC(C)C2)cc1 (centres undefined)	-5%	-9%	-0.3%	-2.6	78	0.6%	i	13	8%	14%	0.0%
CCOC(=O)CSc1nc2c(sc(=S)n2-c2ccccc2)c(=O)n1-c1ccc(OC)cc1OC	-22%	30%	0.2%	0.9	95	0.4%	i	8	23%	9%	0.9%
Cc1ccc(C)c(N2CC(C(=O)O)CC2=O)c1 (centres undefined)	-6%	-12%	0.1%	-1.0	73	0.1%	i	20	1%	1%	2.0%
C/C(=N\NC(=O)c1ccc(C)cc1C)c1ccc(-n2ccnc2)cc1	-6%	-29%	-0.6%	-0.2	79	1.8%[50 µM]	i	48	8%	-6%	1.3%
COc1ccc(CCNCC(=O)Nc2ccc(OC(F)F)cc2)cc1	-8%	3%	-0.2%	2.4	34	0.0%	i	32	-1%	10%	-0.5%
Cc1ccc(NC(=O)CCNC(=O)c2ccccc2Cl)nc1	2%	5%	-0.2%	0.5	66	-0.1%	i	3	6%	23%	0.6%
CCC(=O)c1ccc(O)cc1	-1%	-1%	0.2%	1.3	67	-2.4%	i	23	-1%	9%	0.3%
Cc1[nH]n(-c2ccc([N+](=O)[O-])cc2)c(=O)c1C=NCCc1c(C)[nH]c2ccccc12	-4%	-2%	-0.6%	4.3	53	4.8%	i	33	1%	19%	3.2%
COc1cccc(-c2ccc(=O)n(CC(=O)Nc3ccc(C(=O)N4CCCC4)cc3)n2)c1	-6%	0%	-0.7%	-2.1	90	-0.7%	i	60	2%	33%	2.0%
COC(=O)c1ccc(/C=C(\C#N)c2nc3ccccc3s2)cc1	-1%	10%	0.1%	1.7	41	0.1%	i	49	10%	-3%	4.8%
COC(=O)CN1C(=O)CC(C)(C)S(=O)c2ccccc21 (centres undefined)	-1%	5%	0.3%	2.2	62	-0.7%	i	33	9%	6%	0.6%
CC(=O)c1cccc(NC(=O)c2ccc(N(C)S(C)(=O)=O)cc2)c1	-12%	-10%	-0.1%	0.6	45	-0.4%	i	38	0%	5%	1.5%
c1ccc(NC2=NCCN2CC2CCCCCC2)cc1	-2%	/	/	-0.3	87	2.8%	i	41	7%	5%	-0.9%
NC1=NC(=O)C2(COC(c3ccccc3Cl)OC2)S1 (centres undefined)	-3%	-8%	0.2%	-0.1	93	0.6%	i	14	5%	0%	2.8%
COc1cc(C(=O)NCc2nnc(SCC(=O)c3ccc(Cl)cc3)o2)cc(OC)c1OC	1%	1%	0.1%	-0.9	59	0.2%	i	28	15%	9%	11%
CC(=O)Nc1ccc(NC(=O)c2ccccc2S(=O)(=O)c2ccc([N+](=O)[O-])cc2)cc1	1%	6%	0.3%	-1.2	94	0.3%	i	42	2%	9%	2.5%
CON(c1nc(Cl)nc(N(C)C)n1)S(=O)(=O)c1ccccc1Cl	-5%	1%	-0.1%	0.0	44	2.5%	i	22	5%	6%	4.0%
CCc1nc2ccc(C(=O)NCCc3ccccc3OC)cc2nc1CC	3%	5%	0.3%	-0.1	67	0.1%	i	46	9%	9%	17%
COC(=O)C1=NN(c2ccccc2)C2(S1)SC(C(C)=O)=C(C)N2c1ccccc1 (centres undefined)	5%	-1%	-0.4%	-0.4	82	-0.4%	i	12	-3%	1%	-0.4%
CCN(CC)c1ccc(C(=O)OCC(=O)Nc2cc3oc4ccccc4c3cc2OC)cc1	-1%	-12%	-0.8%	1.0	83	4.0%	i	61	6%	10%	3.5%
N/C(Cc1cccs1)=N\OC(=O)COc1ccc(Br)cc1	-1%	8%	-0.2%	-0.1	53	0.2%	i	55	1%	17%	1.6%
CC(=O)Nc1ccc(OCc2ccc3c(c2)OCO3)cc1	-9%	3%	-0.8%	0.1	44	-0.4%	i	40	1%	5%	0.1%
CN1C(C(=O)NCc2ccccc2)CC2Cn3c(nc4ccccc43)C21 (centres undefined)	-12%	-6%	0.3%	-1.5	100	1.3%	/	/	9%	2%	-1.4%
COc1ccccc1-c1nnc(SCC(=O)N2CCCC2)o1	2%	-10%	-0.9%	2.5	53	0.2%	i	32	4%	23%	1.6%
Cc1cccc(N2N=C(C(=O)Nc3nc(C)cs3)CCC2=O)c1	-10%	-3%	0.6%	-2.0	27	-0.9%	i	54	10%	-3%	0.6%

Six compounds drawn at random from those above, as already listed:
SMILES	Dengue-2 NS5 capping	PhoP inhibition	West Nile virus CPE	NTR1 ag	NTR1 ag cell count 20 µM	K1F lysis inhibition	T cell HTS	T cell HTS vesicle-bound %	Rac1 GTP hydrolysis	Large T inhibition	RSV CPE inhibition
COc1ccccc1NC(=O)COC(=O)CCC1CCCC1	-3%	/	/	0.3	62	-2.1%	i	44	2%	/	/
COc1ccc(N2C(=O)c3ccccc3NC2c2ccc(OC)c(CN3CCOCC3)c2)cc1 (centres undefined)	-9%	-15%	0.0%	1.5	55	0.5%	i	30	3%	-1%	0.9%
COc1ccc(/C=N/OC(=O)Nc2ccccc2OC)cc1	-2%	-1%	-0.7%	0.9	51	0.3%	i	40	3%	-1%	-1.8%
COC(=O)CN1C(=O)CC(C)(C)S(=O)c2ccccc21 (centres undefined)	-1%	5%	0.3%	2.2	62	-0.7%	i	33	9%	6%	0.6%
Cc1ccccc1C(=O)Nc1cc(S(=O)(=O)N2CCOCC2)ccc1N1CCN(C)CC1	-4%	/	/	0.6	79	1.6%[50 µM]	i	52	-2%	/	-0.6%
COC(=O)C1=NN(c2ccccc2)C2(S1)SC(C(C)=O)=C(C)N2c1ccccc1 (centres undefined)	5%	-1%	-0.4%	-0.4	82	-0.4%	i	12	-3%	1%	-0.4%
